# Screens as filed in PubChem.
# GPR35 antagonists: GPR35 antagonists blocking zaprinast-driven arrestin recruitment, primary screen, imaging, U2OS, beta-arrestin-GFP, zaprinast agonist (AID 2058); U2OS GPR35 beta-arrestin-GFP translocation imaging, zaprinast antagonism; higher % means a stronger effect; inhibition, % at 10 µM, or IC50 in µM where a hit was titrated; hit rate 0.052% among 290,000;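 active = inhibition of at least 50% with at least 30 cells and total cytoplasm GFP at most 10,000,000; inconclusive = under 30 cells or total GFP of 10,000,000 plus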
# GPR55 antagonists: GPR55 antagonists blocking LPI-driven arrestin recruitment, primary screen, imaging, U2OS, beta-arrestin-GFP, LPI agonist (AID 2013); U2OS GPR55 beta-arrestin-GFP translocation imaging, LPI antagonism; higher % means a stronger effect; inhibition, % at 10 µM, or IC50 in µM where a hit was titrated; hit rate 0.13% among 290,000;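 active = spots per cell inhibited over 60%, with over 100 cells counted and total cytoplasm intensity under 500,000; inconclusive = wells with under 100 cells, flagged as likely toxic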;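 note: U2OS cells stably carrying GPR55 and arrestin-GFP stimulated by 5 µM LPI near EC80; imaged beta-arrestin-GFP aggregate spots per cell after agonist stimulation; plate controls were LPI-stimulated DMSO wells for no effect and DMSO wells without LPI for full effect; some results filed as inactive read as strong as hits; confirmed hits need IC50 under 10 µM and bright autofluorescent wells are also inconclusive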
# KOR beta-arrestin-1: KOR antagonists, beta-arrestin recruitment, cell-based, luminescence, uHTS (AID 1778). hit rate 0.091% among 290,000. KOR beta-arrestin recruitment, luminescence, antagonist mode; higher % means a stronger effect. one-dose inhibition, % at 10 µM; IC50 in µM for titrated hits; note: strong numbers were not always called active
# NOD1 NF-kB reporter: inhibition of NOD1-driven NF-kB reporter – cell-based, luminescence, uHTS, primary screen (AID 1578) | hit rate 1% among 290,000 | NOD1-driven NF-kB luciferase reporter cells, luminescence; higher % means a stronger effect | inhibition, % at 4 µM, or EC50 in µM where a hit was titrated; in the data active = inhibition mostly above about 36%, no sharp cut-off; inactive = mostly below about 34%;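 note: HEK-293T reporter cells stimulated with the NOD1 agonist gamma-tri-DAP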
# Myeloid diff 2: promotes myeloid progenitor differentiation; calls only at 10 µM; ER-HoxA9 myeloid progenitors, lysozyme-GFP differentiation, flow cytometry; hit rate 1% among 360,000;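 active = normalized GFP-positive differentiation at or above the plate's own cutoff, the solvent-only control mean plus 3 SD; inconclusive = no clear call, values can overlap the other calls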;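 note: cells exposed to compound for four days before flow analysis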
# NOD2 inhibition: NOD2 signaling inhibitors, cell-based, luminescence, uHTS, HEK293 (AID 1566); hit rate 0.63% among 290,000; inhibition, % at 4 µM; hits with a dose series show EC50 in µM; HEK293 NOD2/NF-kB luciferase reporter, luminescence; higher % means a stronger effect; note: many of its hits are not listed in these tables
# HIV fusion peptide: cell-free HIV fusion peptide-binding blockers – biochemical, uHTS, fluorescence dequenching, primary screen (AID 1986); hit rate 0.3% among 290,000; cell-free peptide binding, fluorescence dequenching, 30 min; higher % means a stronger effect; inhibition, % at 20 µM, or IC50 in µM where a hit was titrated; in the data active = inhibition mostly above about 52%, no sharp cut-off; inactive = mostly below about 76%; note: some results filed as inactive read as strong as hits
# GPR55 beta-arrestin: GPR55 agonists via beta-arrestin recruitment, primary screen, imaging, U2OS cells, beta-arrestin-GFP redistribution (AID 1961) | U2OS GPR55 beta-arrestin-GFP redistribution imaging; higher % means a stronger effect | activation, % at 10 µM; hits with a dose series show EC50 in µM | hit rate 0.048% among 290,000;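 active = activation above 40% with more than 50 cells counted in the well; inconclusive = wells holding fewer than 50 cells, flagged as toxic or sparse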;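 note: U2OS osteosarcoma cells stably expressing GPR55 and beta-arrestin-GFP; plate controls were DMSO negative control for no effect and LPI positive control for full effect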
# KOR beta-arrestin-2: kappa opioid receptor activators – cell-based, luminescence, uHTS, primary screen (AID 1777) | activation, % at 10 µM, or EC50 in µM where a hit was titrated | hit rate 0.02% among 280,000 | KOR beta-arrestin recruitment, luminescence; higher % means a stronger effect; in the data active = activation above about 50%, passing the limit was not always enough; note: a part of the inactive calls stands beside numbers as strong as those of hits
# Myeloid diff 2 GFP+ MAC1+ %: also measured in Myeloid diff 2; calls as there; GFP+ MAC1+ double positive, %; measured here: differentiation confirmed by MAC1 staining
# * = called active by the depositor; i = inactive; u = inconclusive; x = no result given; + = active, no number; [ ] = dose if it differs, or a comment. Cut-off read from the data, not from the text of the source, unless noted: active = inhibition above about 50%; inactive = the rest. Not all compounds are listed, so the mix of outcomes need not match the whole.
SMILES	GPR35 antagonists	GPR55 antagonists	KOR beta-arrestin-1	NOD1 NF-kB reporter	Myeloid diff 2	Myeloid diff 2 GFP+ MAC1+ %	NOD2 inhibition	HIV fusion peptide	GPR55 beta-arrestin	KOR beta-arrestin-2
Cc1noc(C)c1Cc1ccc(O)cc1	0%	-2%	-2%	-25%	i	0.4	-8%	0.8%	-0.3%	-3.6%
O=C(CSc1nnc(-c2ccccc2F)n1CCc1ccccc1)Nc1ccc2[nH]c(=O)[nH]c2c1	-15%	3%	x	6%	i	0.5	16%	2.9%	2.0%	-2.0%
Nc1c([N+](=O)[O-])c(=O)sc2ccccc12	-17%	6%	-7%	-10%	i	0.3	8%	2.4%	-0.2%	-6.7%
CC1=C(C(=O)c2ccccc2)C(c2ccc(O)cc2)NC(=S)N1 (stereo unspecified)	10%	12%	9%	7%	i	0.3	-6%	-2.3%	-0.1%	1.5%
COc1ccc(CN2C(=O)CN=C2Nc2cccc(C)c2C)cc1	7%	-34%	4%	16%	i	0.5	1%	-1.4%	-0.2%	-3.0%
O=C(c1ccc(Cl)nc1)N1CCN(S(=O)(=O)c2ccccc2)CC1	-19%	7%	8%	-7%	i	0.1	-2%	1.5%	-0.1%	-2.2%
NC(=O)c1ccc(N2CCN(c3ccccc3O)CC2)c([N+](=O)[O-])c1	-7%	9%	-6%	-10%	i	1.3	14%	-1.1%	0.2%	-2.1%
O=C(c1ccco1)N1CCN(C(=O)c2cc(-c3ccc(F)cc3)no2)CC1	17%	18%	-28%	-30%	i	4.1	8%	1.9%	0.4%	1.2%
O=C(CNC(=O)c1cccc(Cl)c1)Nc1ccc(F)c(F)c1F	1%	6%	18%	-15%	i	0.8	-3%	-2.0%	-0.1%	3.8%
CN(Cc1ccc(OC(F)F)cc1)C(=O)c1ccccc1Sc1ccccc1C#N	-1%	-10%	-8%	4%	u	x	18%	2.1%	-0.1%	6.7%
Cc1oc(-c2ccccc2F)nc1CS(=O)(=O)CC(=O)NCc1ccccc1Cl	1%	0%	6%[20 µM]	-12%	i	2.8	1%	3.4%	-0.1%	3.3%
CC(=O)/C(=N\Nc1ccccc1Cl)Sc1nnc(-c2ccccc2)n1-c1ccccc1	2%	2%	27%	-29%	i	0.3	-17%	1.0%	-0.1%	4.7%
CCN(CC)C(=O)CSc1nc(N)c(C(=O)Nc2ccc(OC)cc2)s1	-1%	8%	24%	8%	i	0.6	6%	2.0%	0.0%	-2.5%
Cc1c(NC(=S)NC(=O)CCc2ccccc2)c(=O)n(-c2ccccc2)n1C	11%	-5%	-20%[20 µM]	15%	i	1.1	-12%	-1.0%	0.3%	-1.1%
CC(C)C[C@H](NC(=O)c1[nH]cnc1C(=O)N[C@@H](C)C(=O)OC(C)(C)C)C(=O)OCc1ccccc1	-1%	5%	4%	-5%	i	0.7	10%	-1.1%	0.7%	4.2%
Cc1ccc(CON=C2CCN(c3ncc(C(F)(F)F)cc3Cl)CC2)cc1	4%	13%	-7%	23%	+	3.1*	10%	-2.7%	0.2%	-0.1%
O=C(Oc1ccc(F)cc1C(=O)/C=C/c1cccs1)c1cccc([N+](=O)[O-])c1	1%	-14%	-12%	-78%	i	0.0	-30%	-1.1%	0.7%	-4.5%
CN(C)CCCN(C(=O)c1ccc(S(=O)(=O)N2CCc3ccccc32)cc1)c1nc2c(Cl)cccc2s1	-10%	28%	4%	-38%	i	0.1	17%	-1.7%	0.2%	0.3%
Cc1ccc2oc(=O)n(CC(=O)OCCC(C)C)c2c1	-1%	4%	22%	-1%	i	0.7	13%	0.1%	0.2%	0.8%
Cc1ccc(Cl)c(OCCCN(C)Cc2ccccc2)c1	-2%	18%	12%	7%	i	0.3	10%	-0.9%	0.0%	-1.5%
Cc1ccc(CSc2nnc(C)c(=O)n2N)cc1	3%	-5%	0%	11%	i	1.4	13%	-0.3%	0.1%	-5.9%
O=[N+]([O-])c1ccccc1CNC1CCCc2ccccc21 (stereo unspecified)	-9%	4%	9%	-26%	i	1.4	-2%	-0.7%	0.0%	-2.1%
CC(=O)N/C(=C\c1ccccc1)C(=O)OCc1cc(C)ccc1C	-7%	-5%	-31%	-21%	i	1.5	-1%	-0.5%	-0.3%	0.1%
Cc1cc(N)n(Cc2ccc(Cl)cc2)n1	19%	4%	-8%[20 µM]	-33%	i	0.1	4%	-0.5%	0.1%	x
Cc1ccc(F)cc1NC(=O)N1CCCN(c2ccc(C(F)(F)F)cn2)CC1	-8%	5%	-11%	-4%	i	0.6	0%	-0.7%	-0.2%	3.1%
Cn1c(CC(=O)Nc2ccc(F)cc2)nnc1SCC(=O)NC1CCCCC1	-13%	-1%	5%	-26%	i	3.6	-8%	-0.7%	0.2%	-2.8%
CCOC(=O)C1=C(C)NC(=NC)SC1c1ccccc1 (stereo unspecified)	10%	1%	-27%[20 µM]	-23%	i	0.2	3%	1.1%	0.4%	-0.2%
COc1ccc(NC2CCCN(Cc3cccc4cnccc34)C2)cc1 (stereo unspecified)	7%	-6%	14%	-6%	i	0.5	21%	-1.7%	0.3%	0.7%
COc1ccc(N2C(=O)CC(Sc3n[nH]c(-c4ccc(C)cc4)n3)C2=O)cc1 (stereo unspecified)	9%	6%	1%[20 µM]	-19%	i	0.2	21%	0.5%	0.2%	x
O=C(O)c1cc2c(cc1Br)OCCCO2	14%	8%	0%	1%	i	0.3	5%	-1.0%	-0.5%	-1.6%
COc1ccc(-c2c[n+]3c(n2-c2ccccc2)SCC3)cc1OC	-11%	-4%	7%	-24%	i	1.9	-1%	-1.0%	-0.2%	-4.5%
CSc1nnc(CCNC(=O)OC(C)(C)C)o1	-12%	-3%	1%	-6%	i	0.4	14%	-1.2%	-0.3%	4.1%
COC(=O)C(CC(C)C)NC(=O)c1cccs1 (stereo unspecified)	13%	8%	12%[20 µM]	-14%	i	0.5	7%	1.0%	-0.1%	x
COC(=O)c1nnn(CC(=O)Nc2cccc(Cl)c2C)c1C(=O)OC	-7%	7%	-23%	-19%	i	0.6	-18%	-2.5%	0.2%	-6.1%
COc1ccc(NC(C)C(=O)Nc2ccc(C(C)(C)C)cc2)cc1Cl (stereo unspecified)	-5%	12%	-39%	-2%	i	1.2	7%	-0.8%	0.0%	0.4%
COc1ccc(NC(=O)OC(C)C)cc1	7%	7%	8%	-19%	i	0.5	-92%	-2.2%	0.3%	2.3%
CC(=O)Nc1ccc(S(=O)(=O)N2CCC(N3CCCC3)CC2)cc1	11%	6%	-3%	-54%	i	3.6	-8%	-0.9%	0.0%	-0.6%
Cc1cnc(C(=O)NC2CC(C)(C)Cc3c2cnn3-c2ccccc2)cn1 (stereo unspecified)	3%	6%	-10%	-31%	i	4.1	-4%	0.6%	-0.1%	-2.6%
COc1ccc(Cc2c3cc(OC)c(OC)cc3cc[n+]2C)cc1OC	-1%	-12%	1%	2%	i	1.9	0%	-2.2%	0.0%	3.0%
O=C(NCCN1CCOCC1)Nc1ccc(Cl)cc1	7%	15%	1%	-8%	i	0.8	2%	-2.2%	0.2%	-4.7%
CC(C)Nc1nc(Cl)nc(N(C#N)CN2C(=O)c3ccccc3C2=O)n1	33%	17%	24%	-4%	u	x	12%	-0.8%	-0.3%	6.7%
CC(=O)Nc1ccc(Oc2nc(C(F)(F)F)nc3ccccc23)cc1	2%	16%	-15%	0%	i	0.5	20%	2.4%	0.0%	5.2%
Cc1cccc(N(CC(=O)NC2CCCCC2)C(=O)c2csnn2)c1	-19%	10%	3%	-67%	i	1.0	-25%	0.0%	0.5%	4.4%
Cc1cc2cc(C#N)c(NCCNC(=S)NCCCN3CCOCC3)nc2cc1C	0%	11%	-27%	-19%	i	0.7	15%	4.8%	-0.3%	-3.1%
CCOC(=O)C1CCC(CN(Cc2ccccc2)S(=O)(=O)c2ccc([N+](=O)[O-])cc2)CC1 (stereo unspecified)	-7%	7%	-23%	-11%	i	0.1	18%	0.8%	-0.2%	-2.5%
Cc1ccc(O)c(NC(=S)NC(=O)Cc2ccc(Cl)cc2)c1	-4%	-4%	-117%[20 µM]	0%	i	0.4	15%	-1.6%	1.2%	6.0%
COc1ccc(Br)cc1C1CC(=O)N2CN(C)CSC2=C1C#N (stereo unspecified)	-9%	0%	7%	-6%	i	3.3	9%	1.7%	-0.1%	-9.2%

# Arranged by number of heavy atoms (largest number first): part of the list above
SMILES	GPR35 antagonists	GPR55 antagonists	KOR beta-arrestin-1	NOD1 NF-kB reporter	Myeloid diff 2	Myeloid diff 2 GFP+ MAC1+ %	NOD2 inhibition	HIV fusion peptide	GPR55 beta-arrestin	KOR beta-arrestin-2
Cn1c(CC(=O)Nc2ccc(F)cc2)nnc1SCC(=O)NC1CCCCC1	-13%	-1%	5%	-26%	i	3.6	-8%	-0.7%	0.2%	-2.8%
COc1ccc(NC(C)C(=O)Nc2ccc(C(C)(C)C)cc2)cc1Cl (stereo unspecified)	-5%	12%	-39%	-2%	i	1.2	7%	-0.8%	0.0%	0.4%
CSc1nnc(CCNC(=O)OC(C)(C)C)o1	-12%	-3%	1%	-6%	i	0.4	14%	-1.2%	-0.3%	4.1%

# One compound at a time (already shown). Values in the order: GPR35 antagonists | GPR55 antagonists | KOR beta-arrestin-1 | NOD1 NF-kB reporter | Myeloid diff 2 | Myeloid diff 2 GFP+ MAC1+ % | NOD2 inhibition | HIV fusion peptide | GPR55 beta-arrestin | KOR beta-arrestin-2
# CSc1nnc(CCNC(=O)OC(C)(C)C)o1 across the screens: -12% | -3% | 1% | -6% | i | 0.4 | 14% | -1.2% | -0.3% | 4.1%
# CC(=O)Nc1ccc(Oc2nc(C(F)(F)F)nc3ccccc23)cc1 across the screens: 2% | 16% | -15% | 0% | i | 0.5 | 20% | 2.4% | 0.0% | 5.2%
# O=C(NCCN1CCOCC1)Nc1ccc(Cl)cc1 across the screens: 7% | 15% | 1% | -8% | i | 0.8 | 2% | -2.2% | 0.2% | -4.7%
# CC(=O)Nc1ccc(S(=O)(=O)N2CCC(N3CCCC3)CC2)cc1 across the screens: 11% | 6% | -3% | -54% | i | 3.6 | -8% | -0.9% | 0.0% | -0.6%
# COc1ccc(NC(C)C(=O)Nc2ccc(C(C)(C)C)cc2)cc1Cl (stereo unspecified) across the screens: -5% | 12% | -39% | -2% | i | 1.2 | 7% | -0.8% | 0.0% | 0.4%
